Ins promoter up – MIN6 insulin promoter up-regulation; MIN6 insulin promoter-GFP reporter, high-content imaging; stronger effect = higher value; z-score at 5 µM; 190,000 compounds, 0.3% hits;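 active = z-score above 3 at 5 µM with at least 500 cells counted in the well; inconclusive = wells under 500 cells, flagged as cytotoxic or low count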
MT stabilize HCS – stabilizes microtubules in HeLa cells; AID 2205; % tubulin-high responders, % at 10 µM; 200,000 compounds, 0.83% hits; HeLa tubulin immunostaining HCS, 24 h; share of cells brighter than vehicle mean+2SD;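 active = plate Z-score above 3 for both tubulin-high and condensed-nucleus cell shares, with cell loss under 80%, at 10 µM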;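 also: anti alpha tubulin signal scored within the nucleus-defined area of each cell; some results filed as inactive read as strong as hits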
Lipid droplet – hepatic lipid droplet formation modulation. 240,000 compounds, 0.4% hits. inhibition, % at 6.5 µM. AID 1656. AML12 mouse hepatocytes, oleate lipid droplets, BODIPY imaging;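 active = lipid droplet intensity inhibited by at least 50%, with more than 500 cells counted; inconclusive = wells with under 300 cells, treated as cytotoxic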
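Assay system: AML12 mouse liver cells | Compound dosing: One dose, 6.5 µM compound | Read-out basis: Droplet intensity reduction, % inhibition | Measured by: Fluorescence imaging, 20x objective, two fields per well | Schedule: Overnight treatment with compound plus oleate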
bCat nuc transl – beta-catenin nuclear translocation modulation; HeLa beta-catenin nuclear translocation, immunofluorescence imaging; AID 1665; 190,000 compounds, 0.3% hits; nuclear translocation activity, % at 5 µM;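 active = nuclear translocation activity above 50% at 5 µM, with a well cell count of 50 or more; inconclusive = wells under 50 cells across six images, flagged as toxic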;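 also: per-cell ratio of nuclear to cytoplasmic median beta-catenin stain intensity; plate controls were DMSO negative control for no effect and GSK-3 inhibitor IX positive control for full effect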
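Technique: fluorescence imaging of beta-catenin antibody stain plus DAPI / Material: human HeLa cell line / Incubation: compound treatment 24 h, 37°C, 5% CO2 / Read-out basis: % activation of per-cell nuclear versus cytoplasmic median beta-catenin signal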
Autophagy HCS – modulators of autophagy; MEF GFP-LC3 puncta imaging; test concentration mostly 10 µM; calls only at 10 µM (by protocol); 190,000 compounds, 0.98% hits; AID 463193;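 active = percentage of spot-positive cells more than 3 SD above its plate mean, without a fluorescence outlier flag or 80% toxicity; inconclusive = no clear call, values can overlap the other calls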;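 also: spot-positive cell cutoff set from DMSO-treated cells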
WT yeast gro inh – growth inhibition of WT yeast, mitochondrial fusion screen; mitochondrial fusion phenotypic screen, WT strain; AID 1362; inhibition, % at 10 µM; 190,000 compounds, 2.1% hits; in the data active = inhibition above about 58%; tested in S. cerevisiae
T cell modulator – T cell immune modulation candidate. 2C CD8+ T cell-vesicle binding, flow cytometry; stronger effect = lower value. 330,000 compounds, 0.068% hits. calls only at 7 µM. AID 2052;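 active = response, share of CD8 T cells binding vesicles, and their 90th percentile fluorescence all below set limits, cut at about 80% in these data, passing the limit was not always enough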
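Material: murine 2C transgenic CD8+ T lymphocytes / Also added: QL9-peptide-loaded Drosophila micro-vesicles bearing Ld, ICAM-1 and B7-1 / Schedule: binding step 1.5 h, 37 °C, antibody labelling 20 min, ice / Signal: flow cytometry, PE anti-B7-1 (FL2) versus Alexa647 anti-CD8 (FL8), PFA-fixed / Evaluation: percent CD8+ FL2 mean versus row control / Benchmarks: naked versus QL9-loaded vesicles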
Myeloid diff MLP – compounds promoting myeloid differentiation. calls only at 10 µM. ER-HoxA9 myeloid progenitors, lysozyme-GFP differentiation, flow cytometry. 360,000 compounds, 1% hits. AID 624256;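 active = normalized GFP-positive differentiation at or above the plate's own cutoff, the solvent-only control mean plus 3 SD; inconclusive = no clear call, values can overlap the other calls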;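 also: cells exposed to compound for four days before flow analysis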
West Nile virus CPE – inhibition of WNV-induced cytopathic effect – cell-based, CPE readout (AID 1621) | West Nile virus-infected cells, CPE inhibition; higher % means a stronger effect | CPE inhibition, % at 10 µM; hits with a dose series show IC50 in µM | 290,000 compounds, 0.02% hits; in the data active = a potency from the dose series; inconclusive = CPE inhibition mostly from about 3.7% at the one dose, without a potency; inactive = the rest, 99 in 100 with CPE inhibition below about 2.2%; also: strong numbers were not always called active
WT yeast gro inh mutant strain – also measured in WT yeast gro inh; calls as there; inhibition, %; mitochondrial fusion phenotypic screen, mutant strain inhibition
Ins promoter up cell count – second read-out of Ins promoter up, no call of its own (marks repeat the call); cell count; measured here: cytotoxicity, nuclei count;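 total cells summed across four imaged fields per well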
Lipid droplet cells 6.5 µM – further read-out of Lipid droplet, marked with its call; cell count; measured here: cell count, cytotoxicity flag;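 cells counted across two imaged fields per well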
bCat nuc transl cell count 5 µM – also measured in bCat nuc transl; calls as there; cell count; measured here: cell count, cytotoxicity flag
T cell modulator vesicle-bound % – further read-out of T cell modulator, marked with its call; double positive events, %; measured here: CD8+ vesicle-bound cell fraction;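 binding gate set so that unloaded-vesicle control wells show 10% double positive cells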
MT stabilize HCS Hoechst-high % – second read-out of MT stabilize HCS, no call of its own (marks repeat the call); % Hoechst-high responders; measured here: nuclear condensation Hoechst responders;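 share of cells brighter than vehicle mean plus two SD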
MT stabilize HCS cytotoxicity % – second read-out of MT stabilize HCS, no call of its own (marks repeat the call); toxicity, %; measured here: cytotoxicity by cell density;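 0% = mean cell density of plate MIN control wells and 100% = no cells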
Autophagy HCS cell loss 18 h – recorded beside Autophagy HCS, whose call it bears; toxicity, %; measured here: cell loss, nuclei count;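 cell loss after 18 h compound exposure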
Myeloid diff MLP GFP+ MAC1+ % – recorded beside Myeloid diff MLP, whose call it bears; GFP+ MAC1+ double positive, %; measured here: differentiation confirmed by MAC1 staining
Active calls of the source: *; i = inactive; ? = inconclusive; / = no result given; & = joins results of further samples.

SMILES	Ins promoter up	Ins promoter up cell count	MT stabilize HCS	MT stabilize HCS Hoechst-high %	MT stabilize HCS cytotoxicity %	Lipid droplet	Lipid droplet cells 6.5 µM	bCat nuc transl	bCat nuc transl cell count 5 µM	Autophagy HCS	Autophagy HCS cell loss 18 h	WT yeast gro inh	WT yeast gro inh mutant strain	T cell modulator	T cell modulator vesicle-bound %	Myeloid diff MLP	Myeloid diff MLP GFP+ MAC1+ %	West Nile virus CPE
CCCCN(CC)CCNC(=O)Cn1cnc2sc(C)c(S(=O)(=O)N3CCC(C)CC3)c2c1=O	/	/	/	/	/	-12	763	/	/	/	/	/	/	i	24	i	2.0	-1.1%
Cc1ccccc1NC(=O)c1cc2ccccn2n1	/	/	/	/	/	5	661	0.0	1352	/	/	/	/	i	27	i	0.3	-0.1%
O=C(Nc1ccc(F)cc1F)c1c(C(F)(F)F)ccnc1Oc1cccc(C(F)(F)F)c1	-0.21	1520	/	/	/	-3	725	-1.3	1173	/	/	/	/	i	15	i	0.3	-0.4%
O=C(c1cc2ccccc2[nH]1)N1CCOCC1	-0.22	1234	4.8	1.9	2.1	-10	688	-3.9	554	i	5	14	-8	i	50	i	0.3	-0.5%
CCCn1ncc(CN2CCN(Cc3ccsc3)C(CCO)C2)c1C (stereo unspecified)	0.98	1441	2.4	1.5	5.3	5	692	1.7	989	i	14	-6	-1	i	15	i	0.4	-0.1%
CCn1nnnc1SCC(=O)Nc1nnc(C(C)C)s1	0.62	1325	4.2	3.3	6.3	1	682	/	/	i	5	-2	2	i	35	i	1.1	0.1%
CN(/N=C/c1ccc(O)cc1O)c1nc(-c2ccccc2)cc(-c2ccccc2)n1	0.69	1464	4.6	3.5	5.1	0	590	1.0	1122	i	-1	-9	16	i	10	i	1.0	-1.7%
CCN(CC)C(=S)SC1=CCS(=O)(=O)C1	-0.94	1174	2.2	0.9	3.0	-23	650	0.1	1082	i	26	-14	-4	i	49	i	0.3	-0.1%
COc1cccc2[nH]c3c(N4CCC(C)CC4)ncnc3c12	0.09	849	3.1	4.0	11	/	/	-2.4	822	i	10	13	16	i	35	i	0.4	-0.5%
O=S1(=O)N=C(Nc2ccc(N3CCOCC3)cc2)c2ccccc21	/	/	4.1	1.9	3.7	11	736	-1.1	1232	i	1	-3	4	i	66	i	5.0	0.7%

Three compounds from above, reduced to Autophagy HCS and bCat nuc transl.
Structure,Autophagy HCS,bCat nuc transl
CCCn1ncc(CN2CCN(Cc3ccsc3)C(CCO)C2)c1C (stereo unspecified),i,1.7
CCn1nnnc1SCC(=O)Nc1nnc(C(C)C)s1,i,/
CN(/N=C/c1ccc(O)cc1O)c1nc(-c2ccccc2)cc(-c2ccccc2)n1,i,1.0

(next part)
SMILES	Ins promoter up	Ins promoter up cell count	MT stabilize HCS	MT stabilize HCS Hoechst-high %	MT stabilize HCS cytotoxicity %	Lipid droplet	Lipid droplet cells 6.5 µM	bCat nuc transl	bCat nuc transl cell count 5 µM	Autophagy HCS	Autophagy HCS cell loss 18 h	WT yeast gro inh	WT yeast gro inh mutant strain	T cell modulator	T cell modulator vesicle-bound %	Myeloid diff MLP	Myeloid diff MLP GFP+ MAC1+ %	West Nile virus CPE
Cc1cc(C)n(Cc2cnc(N3CCOCC3)s2)n1	-0.23	1266	2.4	3.3	10	10	760	-2.4	1106	i	-10	-2	-9	i	33	i	0.8	0.1%
O=C(NCCCN1CCOCC1)c1ccc(CS(=O)(=O)c2cccc(C(F)(F)F)c2)o1	0.24	1292	2.1	0.8	16	/	/	-1.8	850	i	-12	-9	31	i	17	i	1.1	-0.5%
Cc1ccc(C(NC(=O)N2CCN(C)CC2)C(Cl)Cl)cc1F (stereo unspecified)	-0.15	1356	2.9	1.7	7.9	-6	702	-0.7	1123	i	-1	-8	0	i	36	i	0.1	-0.3%
CC(C)N1CC(C(=O)Nc2ccc(Br)c(Cl)c2)CC1=O (stereo unspecified)	-0.51	1229	2.4	0.3	25	-3	769	0.7	1218	i	7	-4	-25	i	44	i	0.2	1.2%
CC1=NNC(=O)C(CC(=O)Nc2ccc(Cl)c(Cl)c2)C1 (stereo unspecified)	-0.41	1287	4.4	2.5	6.7	2	671	/	/	i	-2	11	11	i	52	i	0.6	/
CN(C)c1ccc(/C=N/NC(=O)CNC(=O)c2ccco2)cc1	0.78	1311	2.3	1.7	2.5	-4	678	8.0	1052	i	21	-15	-5	i	28	i	0.2	0.3%
COc1ccc(COC(=O)N/C=C/c2ccco2)cc1	-0.43	1560	3.0	4.5	7.7	3	665	3.3	906	i	-6	-10	-1	i	65	i	0.2	-0.1%
Cc1cc(C)n2nc(C(=O)NCc3ccccc3)nc2n1	-0.51	1995	2.5	1.5	3.6	24	710	-1.2	1124	i	-1	-4	1	i	28	i	0.7	0.1%
CN(C1CCCCC1)S(=O)(=O)c1ccc(NC(=O)c2ccc(Br)o2)cc1	0.15	1454	2.2	1.7	13	4	601	0.2	1030	i	-3	16	-28	i	19	i	0.1	0.2%
Cc1ccc(-c2csc(NCCn3c(-c4ccncc4)nc4ccccc43)n2)cc1	/	/	/	/	/	-7	766	/	/	/	/	/	/	i	54	i	0.2	-0.7%
Cc1cc(Cl)c2oc(C(=O)N3CCCCC3CCN3CCCC3=O)c(C)c2c1 (stereo unspecified)	/	/	/	/	/	-2	666	/	/	/	/	/	/	i	68	?	/	-1.2%
Cc1ccccc1NS(=O)(=O)c1ccc2[nH]cc(C(=O)NCCCN3CCOCC3)c(=O)c2c1	0.31	1590	1.5	0.7	6.4	/	/	1.4	1338	i	-9	5	14	i	31	i	0.9	1.0%
CN(Cc1c(F)cccc1Cl)C(=O)c1ccc(COc2ccccc2)cc1	/	/	/	/	/	13	681	/	/	/	/	/	/	i	49	i	1.0	-0.8%
Cc1ccccc1NC(=O)c1ccc(F)c(S(=O)(=O)N2CCN(c3ccccn3)CC2)c1	-0.27	1475	5.5	2.0	3.5	/	/	0.9	1372	i	12	11	10	i	22	i	1.0	-0.7%
O=C(O)COc1ccc(/C=N/NC(=O)C2CCCN2S(=O)(=O)c2ccc(Cl)cc2)cc1 (stereo unspecified)	0.01	963	1.8	1.2	6.6	8	809	/	/	i	-13	-1	-28	i	37	i	1.1	0.4%
O=[N+]([O-])c1cccc(S(=O)(=O)NCC2CCCO2)c1 (stereo unspecified)	0.21	1608	2.6	2.6	12	-1	596	-1.7	1094	i	-1	-1	3	i	46	i	0.5	-0.3%
CC(O)c1c(-c2ccccc2)nn(C)c1Cl (stereo unspecified)	-0.48	1274	1.9	1.9	4.6	-5	678	4.1	1091	i	-15	-4	0	i	51	i	0.3	1.2%
CC(C)CCNC(=O)Cn1cc2c(n1)CCCCC2	-1.2	1674	5.3	2.0	5.6	-15	683	0.8	1074	i	-7	6	0	i	68	i	1.8	0.1%
O=C(NCCc1c[nH]c2ccc(Cl)cc12)c1cccnc1	/	/	3.1	2.0	7.2	12	834	-4.9	1286	i	8	0	-12	i	40	i	2.4	-0.7%
CSc1ccc(CNc2ccccc2)cc1	0.35	1478	1.8	1.2	6.6	/	/	1.4	1372	i	-3	-1	-2	i	42	/	/	0.7%
Cc1cc(C)nc(N2CCC(C(=O)NC3CC3)CC2)n1	/	/	/	/	/	-4	804	/	/	/	/	/	/	i	40	i	0.7	0.6%
CCCC(CCC)c1nc2ccncc2[nH]1	-0.44	1135	2.7	2.7	7.6	4	708	1.2	1123	i	-1	-7	10	i	59	i	0.1	-0.9%
O=C(Nc1nnc(CCN2CCOCC2)s1)C1CCCCC1	0.23	1213	1.8	4.4	6.6	-1	730	2.2	1193	i	0	0	1	i	36	i	0.7	0.3%
COC(=O)c1ccc(CON2C(=O)c3ccccc3C2=O)cc1	/	/	0.9	1.4	11	-34	783	/	/	i	-8	-8	-1	i	34	i	1.0	0.2%
CCCn1c(=O)c(C(=O)OCC)c(O)c2cc(Br)ccc21	0.03	1188	1.1	1.5	4.2	6	685	-0.9	1102	i	-1	-9	-3	i	52	i	0.0	0.8%
Cc1csc(=Nc2ccc(S(=O)(=O)N3CCOCC3)cc2)n1Cc1ccco1	-1.9	1014	2.6	2.3	5.1	/	/	-6.6	1007	i	3	3	-6	i	33	i	0.9&0.5	-0.5%
CC1(C)C(=O)OC(/C=C/c2cccc([N+](=O)[O-])c2)C(C)(C)C1=O (stereo unspecified)	-0.09	1079	/	/	/	32	804	-0.7	1256	/	/	/	/	i	29	i	0.7	-0.1%
COC(=O)C1=CN(Cc2ccc(OC)c(OC)c2)C=C(C(=O)OC)C1c1ccc(O)cc1	/	/	/	/	/	-2	787	/	/	/	/	/	/	i	38	?	/	0.3%
COc1ccc(S(=O)(=O)Nc2ccc(Cc3ccncc3)cc2)cc1OC	/	/	/	/	/	0	767	/	/	/	/	/	/	i	10	i	2.4	-1.6%
O=C(Cc1ccccc1)Nc1cc2c(cc1Cl)OCCCO2	/	/	/	/	/	9	816	/	/	/	/	/	/	i	51	i	0.3	-0.8%
CCn1c(SCC(=O)Nc2oc(-c3ccccc3)c(-c3ccccc3)c2C#N)nnc1-c1cc(OC)cc(OC)c1	/	/	0.5	1.3	12	4	783	/	/	i	-6	-5	21	i	39	i	5.8	-0.2%

Assay outcomes from PubChem BioAssay.

Rows were taken by chance. About 3.9% of those tested had a hit in this group.
